High-throughput results from PubChem.
SENP8 block-1: SENP8 protease inhibitors, primary screen, biochemical, luminescence. purified SENP8, Z-RLRGG-aminoluciferin cleavage. inhibition, % at 10 µM. 330,000 tested, 1.2% active. AID 2540, 2010; in the data active = inhibition above about 50%
SENP6 block: SENP6 protease inhibitors, primary screen, biochemical, luminescence, uHTS; inhibition, % at 10 µM; Recombinant SENP6 catalytic domain, aminoluciferin luminescence; 330,000 tested, 1.8% active;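 active = inhibition above about 50% at the single tested dose, limit read from the data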;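 note: plate controls were DMSO wells with enzyme for no effect and DMSO wells lacking enzyme for full effect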
SENP7 inh: SENP7 protease inhibitors, primary screen, biochemical, luminescence, uHTS | AID 434973, 2010 | Sentrin-specific protease 7 (Homo sapiens), Q9BQF6 | 330,000 tested, 1.5% active | inhibition, % at 5 µM | recombinant SENP7, Z-RLRGG-aminoluciferin luminescence, 40 min;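 active = inhibition above about 50% at the single test dose, limit read from the data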;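 note: plate controls were DMSO with enzyme for no effect and no enzyme buffer wells for full effect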
PfGluPho inh: PfG6PD enzyme inhibitors, primary screen, biochemical, fluorescence intensity, uHTS | glucose-6-phosphate dehydrogenase-6-phosphogluconolactonase (Plasmodium falciparum 3D7) | PfGluPho enzyme, NADPH resazurin-diaphorase fluorescence | inhibition, % at 20 µM | 350,000 tested, 0.78% active | AID 504690, 2011;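 active = inhibition reaching at least a set limit at 20 µM in the primary screen, cut at about 59% in these data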;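 note: 0% = DMSO wells with substrate and 100% = DMSO wells lacking glucose-6-phosphate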
SENP8 block-2: human SENP8 protease inhibitors, primary screen, biochemical, fluorescence, Nedd8 protein substrate, uHTS. inhibition, % at 20 µM. recombinant SENP8. AID 602440, 2012. Sentrin-specific protease 8 (Homo sapiens), Q96LD8. 360,000 tested, 0.64% active; in the data active = inhibition mostly above about 40%, no sharp cut-off; inactive = mostly below about 27%
HKDC1 inh: HKDC1 hexokinase inhibitors, primary screen, biochemical, fluorescence, uHTS | Q2TB90 | recombinant HKDC1, G6PDH/diaphorase resazurin coupled fluorescence | inhibition, % at 20 µM | 340,000 tested, 0.16% active | AID 493160, 2011;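 active = inhibition above about 35% when tested at 20 µM, limit read from the data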;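 note: plate controls were DMSO wells with enzyme for no effect and DMSO wells lacking enzyme for full effect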
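Material – in-house recombinant HK5 (HKDC1) enzyme · Quantity – HKDC1 at 5 µg/mL · Buffer or medium – pH 8.0 Tris buffer with 10 mM MgCl2 · Reagent – glucose with 1 mM ATP · Dosing – single 20 µM dose · Times – reaction time 90 min, room temperature, protected from light · Technique – resorufin fluorescence at 613 nm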
Apaf-1 inh: inhibitors of human Apaf-1 apoptosome, primary screen, biochemical, DEVD-Rh110 fluorescence, uHTS. 330,000 tested, 0.71% active. reconstituted apoptosome caspase-3 activity. inhibition, % at 20 µM. AID 489030, 2010; active = inhibition of at least 40% at 20 µM;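 note: plate controls were DMSO wells for no effect and DEVD-CHO caspase inhibitor wells for full effect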
Target sequence (O14727 whole entry, looked up): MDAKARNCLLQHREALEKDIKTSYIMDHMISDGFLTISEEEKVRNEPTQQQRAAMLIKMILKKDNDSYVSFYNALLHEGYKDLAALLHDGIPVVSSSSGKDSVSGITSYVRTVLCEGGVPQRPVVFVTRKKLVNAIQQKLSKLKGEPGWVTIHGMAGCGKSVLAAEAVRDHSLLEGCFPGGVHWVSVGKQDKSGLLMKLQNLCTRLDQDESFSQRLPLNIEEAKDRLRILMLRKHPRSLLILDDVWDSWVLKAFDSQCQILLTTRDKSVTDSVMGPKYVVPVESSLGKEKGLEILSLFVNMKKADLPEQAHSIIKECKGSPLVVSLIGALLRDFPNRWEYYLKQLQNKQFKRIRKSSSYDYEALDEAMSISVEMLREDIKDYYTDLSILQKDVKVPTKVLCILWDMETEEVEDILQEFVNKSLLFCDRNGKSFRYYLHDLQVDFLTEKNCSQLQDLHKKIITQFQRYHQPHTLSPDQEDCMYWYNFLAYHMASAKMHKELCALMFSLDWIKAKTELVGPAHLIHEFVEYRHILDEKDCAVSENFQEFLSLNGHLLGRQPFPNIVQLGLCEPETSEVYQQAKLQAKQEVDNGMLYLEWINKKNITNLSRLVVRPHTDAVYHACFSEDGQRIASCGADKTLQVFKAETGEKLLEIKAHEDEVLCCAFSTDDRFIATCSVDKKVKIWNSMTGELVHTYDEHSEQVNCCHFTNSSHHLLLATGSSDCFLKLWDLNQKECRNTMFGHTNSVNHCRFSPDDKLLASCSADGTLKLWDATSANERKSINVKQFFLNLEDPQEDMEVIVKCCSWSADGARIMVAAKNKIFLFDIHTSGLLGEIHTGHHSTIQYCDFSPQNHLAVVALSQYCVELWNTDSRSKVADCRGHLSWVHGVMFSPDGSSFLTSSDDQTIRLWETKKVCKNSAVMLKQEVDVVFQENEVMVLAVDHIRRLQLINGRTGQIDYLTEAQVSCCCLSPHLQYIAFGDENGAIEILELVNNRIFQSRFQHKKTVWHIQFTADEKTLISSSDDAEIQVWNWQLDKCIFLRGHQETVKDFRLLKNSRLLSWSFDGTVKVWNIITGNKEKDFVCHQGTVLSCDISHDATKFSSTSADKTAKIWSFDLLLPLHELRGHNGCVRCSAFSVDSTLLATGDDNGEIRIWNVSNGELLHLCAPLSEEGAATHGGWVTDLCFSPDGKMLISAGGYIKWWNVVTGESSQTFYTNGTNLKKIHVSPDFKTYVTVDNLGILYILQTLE
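Material: cell-free apoptosome with Apaf-1, procaspase-3 and caspase-9; Buffer or medium: Hepes pH 7.5 with detergent and BSA; Reagent: cytochrome c trigger plus (Z-DEVD)2-Rh110 caspase-3 substrate; Times: compound with Apaf-1, dATP, procaspase-3 30 min, then 50 min reaction, room temperature; Technique: Rh110 fluorescence intensity.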
SENP1 inh: human SENP1 catalytic domain inhibitors, primary screen, biochemical, FRET, uHTS; Sentrin-specific protease 1 (Homo sapiens), Q9P0U3; recombinant SENP1 catalytic domain, CyPet-SUMO1-YPet FRET cleavage; inhibition, % at 10 µM; 360,000 tested, 0.21% active;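 active = inhibition at least 30% at 10 µM, raw YFP signal under a set limit, fluorescence ratio 0.5 to 1.5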;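 note: 0% = enzyme with DMSO and 100% = no enzyme wells; some results filed as inactive read as strong as hits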
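system = hSENP1 catalytic domain, recombinant | reagent = SFCypet-SUMO1-SFYpet substrate at 25 nM | doses = one dose per compound, 10 µM, 0.5% DMSO | incubation = enzyme reaction for 50 min at room temperature, dark | measured by = FRET, CFP and YFP emission | controls = no-enzyme low, enzyme-DMSO high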
* = called active by the depositor; & = joins results of further samples.

What do the screens show for `O=C(OCC(=O)c1cccs1)c1ccccc1`?
SENP8 block-1: 72*; SENP6 block: 13; SENP7 inh: 86*; PfGluPho inh: 1; SENP8 block-2: 14; HKDC1 inh: 1; Apaf-1 inh: 0; SENP1 inh: 2

How did CCCOc1nnnn1-c1ccccc1 do in these assays?
SENP8 block-1: -6; SENP6 block: 5; SENP7 inh: -7; PfGluPho inh: -13; SENP8 block-2: 22; HKDC1 inh: -4; Apaf-1 inh: 4; SENP1 inh: 1

What do the screens show for `Cn1c(SCC(=O)N2c3ccccc3Sc3ccccc32)nnc1-c1ccco1`?
SENP8 block-1: 0; SENP6 block: -9; SENP7 inh: -1; PfGluPho inh: -2; SENP8 block-2: 10; HKDC1 inh: 0; Apaf-1 inh: 0; SENP1 inh: 1

How did COc1ccc(C(=O)c2ccccc2)c2c(O)ccc(C(=O)c3ccccc3)c12 do in these assays?
SENP8 block-1: -2; SENP6 block: -1; SENP7 inh: -1; PfGluPho inh: -1; SENP8 block-2: 24; HKDC1 inh: -2; Apaf-1 inh: 11; SENP1 inh: -1

What do the screens show for `CC(C)(C)OC(=O)N(CCc1ccccc1)Cc1ccc(OCc2cccc(NC(=O)C3CCC3)c2)cc1`?
PfGluPho inh: 28; SENP8 block-2: 0; HKDC1 inh: -1; SENP1 inh: -1

Results for CCCCn1nnnc1SCC(=O)Nc1ccc(N(C)C)cc1 ?
SENP8 block-1: 0; SENP6 block: 13; SENP7 inh: 6; PfGluPho inh: 15; SENP8 block-2: 32; HKDC1 inh: 7; Apaf-1 inh: 8; SENP1 inh: 0

What do the screens show for `CC(NC(=O)c1nn(C)c2c1CS(=O)(=O)c1ccccc1-2)c1ccccc1` (stereo unspecified)?
SENP8 block-1: -12; SENP6 block: -8; SENP7 inh: -5; PfGluPho inh: -6; SENP8 block-2: 9; HKDC1 inh: 3; Apaf-1 inh: 0; SENP1 inh: 0

What do the screens show for `CC(=O)c1ccc(N(C(=O)CNC(=O)c2ccco2)C(C(=O)NC2CCCC2)c2ccncc2)cc1` (stereo unspecified)?
SENP8 block-1: -2; SENP6 block: -15; SENP7 inh: -5; PfGluPho inh: 3; SENP8 block-2: 8; HKDC1 inh: -4; Apaf-1 inh: 6; SENP1 inh: 1

What do the screens show for `O=C(CCC(=O)Nc1ccc(F)cc1)N/N=C/c1ccccc1`?
SENP8 block-1: -3; SENP6 block: -14; SENP7 inh: 5; PfGluPho inh: 44; SENP8 block-2: 22; HKDC1 inh: 3; Apaf-1 inh: 1; SENP1 inh: 0

What do the screens show for `CCOC(=O)c1ccc(NC(=O)CSc2nc3sc(C(=O)O)c(C)c3c(=O)[nH]2)cc1`?
SENP8 block-1: -10; SENP6 block: 3; SENP7 inh: 1; PfGluPho inh: -28; SENP8 block-2: -85; HKDC1 inh: 5; Apaf-1 inh: 2; SENP1 inh: -2

What do the screens show for `NC(=O)CC(NC(=O)Cc1cccc2ccccc12)c1ccc(NCCc2ccc(F)cc2)c([N+](=O)[O-])c1` (stereo unspecified)?
SENP8 block-1: -2; SENP6 block: -22; SENP7 inh: -8; PfGluPho inh: -2; SENP8 block-2: 30; HKDC1 inh: -4; Apaf-1 inh: 11; SENP1 inh: 18

Results for O=[N+]([O-])c1cc(S(=O)(=O)N2CCOCC2)ccc1OCc1cccc(Cl)c1 ?
SENP8 block-1: -6; SENP6 block: -19; SENP7 inh: 3; PfGluPho inh: -9; SENP8 block-2: 22; HKDC1 inh: -1; Apaf-1 inh: 27; SENP1 inh: 6

Reprinted from the part before: four compounds; new compounds follow.
What do the screens show for `O=C(CCC(=O)Nc1ccc(F)cc1)N/N=C/c1ccccc1`?
SENP8 block-1: -3; SENP6 block: -14; SENP7 inh: 5; PfGluPho inh: 44; SENP8 block-2: 22; HKDC1 inh: 3; Apaf-1 inh: 1; SENP1 inh: 0

What do the screens show for `CCOC(=O)c1ccc(NC(=O)CSc2nc3sc(C(=O)O)c(C)c3c(=O)[nH]2)cc1`?
SENP8 block-1: -10; SENP6 block: 3; SENP7 inh: 1; PfGluPho inh: -28; SENP8 block-2: -85; HKDC1 inh: 5; Apaf-1 inh: 2; SENP1 inh: -2

What do the screens show for `NC(=O)CC(NC(=O)Cc1cccc2ccccc12)c1ccc(NCCc2ccc(F)cc2)c([N+](=O)[O-])c1` (stereo unspecified)?
SENP8 block-1: -2; SENP6 block: -22; SENP7 inh: -8; PfGluPho inh: -2; SENP8 block-2: 30; HKDC1 inh: -4; Apaf-1 inh: 11; SENP1 inh: 18

Results for O=[N+]([O-])c1cc(S(=O)(=O)N2CCOCC2)ccc1OCc1cccc(Cl)c1 ?
SENP8 block-1: -6; SENP6 block: -19; SENP7 inh: 3; PfGluPho inh: -9; SENP8 block-2: 22; HKDC1 inh: -1; Apaf-1 inh: 27; SENP1 inh: 6

How did COc1ccc(NC(=O)CCCNC(=O)Cn2cnc3sc4c(c3c2=O)CCCC4)c(OC)c1 do in these assays?
SENP8 block-1: 0; SENP6 block: 0; SENP7 inh: 3; PfGluPho inh: -12; SENP8 block-2: 11; HKDC1 inh: 3; Apaf-1 inh: 10; SENP1 inh: 1

What do the screens show for `CN(Cc1ccccc1)c1nc2c(c(=O)n(C)c(=O)n2C)n1CCSc1ncccn1`?
SENP8 block-1: -12; SENP6 block: -17; SENP7 inh: -8; PfGluPho inh: 39; SENP8 block-2: 11; HKDC1 inh: -3; Apaf-1 inh: 19; SENP1 inh: 4

What do the screens show for `COc1ccccc1CNCc1cc(OC)c(OC)cc1OC`?
SENP8 block-1: -4; SENP6 block: 13; SENP7 inh: 8; PfGluPho inh: 1; SENP8 block-2: 4; HKDC1 inh: -8; Apaf-1 inh: -12; SENP1 inh: 1

How did Cc1c(Cl)cccc1N(CC(=O)O)S(C)(=O)=O do in these assays?
SENP8 block-1: -4; SENP6 block: -6; SENP7 inh: -2; PfGluPho inh: 3; SENP8 block-2: 23; HKDC1 inh: -6; Apaf-1 inh: 1; SENP1 inh: 2

What do the screens show for `Cc1ccc(C)n1-c1cccc(NC(=O)c2ccccc2)c1`?
SENP8 block-1: -5; SENP6 block: -3; SENP7 inh: 2; PfGluPho inh: -7; SENP8 block-2: 12; HKDC1 inh: -5; Apaf-1 inh: 7; SENP1 inh: -24

How did Cc1nn(Cc2ccccc2)c(C)c1C(=O)OCC(=O)c1cc(C)n(C2CC2)c1C do in these assays?
SENP8 block-1: 1; SENP6 block: -7; SENP7 inh: 3; PfGluPho inh: -3; SENP8 block-2: 8; HKDC1 inh: -3; Apaf-1 inh: 20; SENP1 inh: -5

What do the screens show for `Cc1cccc(-c2nnc(SCCC(=O)N3CCOCC3)o2)c1`?
SENP8 block-1: -5; SENP6 block: -4; SENP7 inh: 0; PfGluPho inh: -14; SENP8 block-2: 5; HKDC1 inh: -6; Apaf-1 inh: 3; SENP1 inh: 0

Results for CC(C)COC(=O)C(C)Nc1n[nH]c(=S)[nH]c1=O (stereo unspecified) ?
SENP8 block-1: 0; SENP6 block: -9; SENP7 inh: -7; PfGluPho inh: -11; SENP8 block-2: 1; HKDC1 inh: -7; Apaf-1 inh: -7; SENP1 inh: 2

What do the screens show for `O=C(Nc1ccccc1N1CCOCC1)c1cccc(NS(=O)(=O)c2ccc(F)c(F)c2)c1`?
SENP8 block-1: -7; SENP6 block: -6; SENP7 inh: -9; PfGluPho inh: -9; SENP8 block-2: 14; HKDC1 inh: 6; Apaf-1 inh: 11; SENP1 inh: 3

How did COCC(C)NC(=O)c1ccc(CN2CCc3ccccc3C2)cc1 (stereo unspecified) do in these assays?
SENP8 block-1: -5; SENP6 block: -5; SENP7 inh: 7; PfGluPho inh: -5; SENP8 block-2: 11; HKDC1 inh: -10; Apaf-1 inh: -35; SENP1 inh: 0

How did Cc1nn(-c2ccccc2)c(Cl)c1/C=N/NC(=O)c1ccccc1F do in these assays?
SENP8 block-1: -4; SENP6 block: 8; SENP7 inh: 1; PfGluPho inh: -7; SENP8 block-2: 26; HKDC1 inh: -1; Apaf-1 inh: 4; SENP1 inh: -2

How did CCN(Cc1ccccc1)C(=O)c1ccc2c(=O)n3c(nc2c1)CCC3 do in these assays?
SENP8 block-1: 6; SENP6 block: -2; SENP7 inh: 4; PfGluPho inh: -1; SENP8 block-2: -120; HKDC1 inh: -3; Apaf-1 inh: 3; SENP1 inh: -3

Results for Nc1ccc(C(=O)O)c(O)c1 ?
SENP8 block-1: 1&-8&4; SENP6 block: 5&18&9; SENP7 inh: 4&-4&4; PfGluPho inh: 28&10&-3; SENP8 block-2: 6&8&-4; HKDC1 inh: 7&6&2; Apaf-1 inh: -13&-4&-7; SENP1 inh: -1&2&3

Results for Cc1nccn1CCCNCc1c(C(=O)N2CCCCCCC2)nc2ccc(Cl)cn12 ?
SENP8 block-1: -4; SENP6 block: -3; SENP7 inh: -15; PfGluPho inh: 3; SENP8 block-2: -24; HKDC1 inh: -1; Apaf-1 inh: 19; SENP1 inh: -14

Results for CC(=O)Nc1ccc(NC(=O)CN2CCCC(C)C2)c(Cl)c1 (stereo unspecified) ?
SENP8 block-1: -2; SENP6 block: -4; SENP7 inh: 8; PfGluPho inh: -33; SENP8 block-2: 21; HKDC1 inh: -11; Apaf-1 inh: -1; SENP1 inh: 1

How did CC1(C)CC(NC(=O)COc2ccccc2Cl)CC(C)(C)N1 do in these assays?
SENP8 block-1: 0; SENP6 block: 8; SENP7 inh: -8; PfGluPho inh: -5; SENP8 block-2: 17; HKDC1 inh: -8; Apaf-1 inh: -14; SENP1 inh: 3

What do the screens show for `CC(C)(C)c1ccc(C(=O)NCCC(=O)NC2=NCCS2)cc1`?
SENP8 block-1: -4; SENP6 block: -4; SENP7 inh: -9; PfGluPho inh: -7; SENP8 block-2: 15; HKDC1 inh: -4; Apaf-1 inh: 5; SENP1 inh: 1

How did O=C1c2ccccc2C(=O)N1CCOCCN1C(=O)c2ccccc2C1=O do in these assays?
SENP8 block-1: -4; SENP6 block: 5; SENP7 inh: -4; PfGluPho inh: 0; SENP8 block-2: 13; HKDC1 inh: -7; Apaf-1 inh: -4; SENP1 inh: -1

Results for O=C(CSc1nc2ccccc2c(=O)[nH]1)c1ccc(O)cc1O ?
PfGluPho inh: -4; SENP8 block-2: 6; HKDC1 inh: 4; SENP1 inh: -1
